LANA DNA inh – blocks KSHV LANA C-terminal domain binding to DNA. 340,000 tested, 0.078% active. inhibition, % at 9 µM. MBP-C-LANA/FAM-LBS DNA binding, fluorescence polarization;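 active = highest replicate inhibition at or above 60% at 9 µM, even if other replicates fall short; inactive = all replicates below 60% inhibition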;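 also: 0% = neutral control wells and 100% = 4 µM acridine orange control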
Keap1-Nrf2 PPI – Keap1-Nrf2 (human) interaction inhibition; Keap1 Kelch-Nrf2 peptide fluorescence polarization, 1536-well; AID 504523; 340,000 tested, 0.15% active; Q14145; inhibition, % at 9.4 µM; in the data active = inhibition above about 12%;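 also: human Keap1 Kelch domain with fluorescein labeled Nrf2 9mer peptide probe; 0% = neutral control wells and 100% = peptide positive control; higher means more block of Keap1 binding to Nrf2 peptide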
CAL PDZ FP – CAL PDZ (human) peptide binding inhibition; inhibition, % at 24.9 µM; Q9HD26; 300,000 tested, 0.92% active; purified CAL PDZ, TMR-peptide fluorescence polarization, 1 h;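 active = mean inhibition of at least 30% with at least half of replicates also reaching 30%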;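 also: 0% = DMSO neutral control and 100% = excess unlabeled competitor peptide PRC23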
RTF Ca sens inh – cardiac RTF calcium desensitization. IANBD-labeled cardiac RTF, Ca2+ fluorescence. 340,000 tested, 0.12% active. AID 493244. inhibition, % at 7.15 µM;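 active = inhibition above the mean inhibition of all tested compounds plus 3 SD, cut at about 17% in these data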;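 also: assay run at fixed EC70 calcium of 1.6 mM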
HTR5A ag ctr – activates human HTR5A in OPRM1-OPRD1 agonist counter-screen | P47898 | HTR5A agonist assay, luminescence, cell-based | activation, % at 9.3 µM | 340,000 tested, 0.61% active | AID 504692; in the data active = activation mostly above about 9.5%, no sharp cut-off; inactive = mostly below about 7.6%;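 also: 0% = cells with vehicle only and 100% = reference agonist; strong numbers were not always called active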
OPRM1-OPRD1 inv – mu-delta opioid heterodimer inverse agonism; P35372+P41143; cell-based MOR-DOR heterodimer luminescence; inhibition, % at 9.3 µM; 340,000 tested, 0.21% active; AID 504357; in the data active = inhibition above about 22%, passing the limit was not always enough;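 also: 0% = cells with DMSO and 100% = wells without cells with DMSO; values of inactives mirror those of a sister screen read the other way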
Target sequence (P35372 whole entry, looked up): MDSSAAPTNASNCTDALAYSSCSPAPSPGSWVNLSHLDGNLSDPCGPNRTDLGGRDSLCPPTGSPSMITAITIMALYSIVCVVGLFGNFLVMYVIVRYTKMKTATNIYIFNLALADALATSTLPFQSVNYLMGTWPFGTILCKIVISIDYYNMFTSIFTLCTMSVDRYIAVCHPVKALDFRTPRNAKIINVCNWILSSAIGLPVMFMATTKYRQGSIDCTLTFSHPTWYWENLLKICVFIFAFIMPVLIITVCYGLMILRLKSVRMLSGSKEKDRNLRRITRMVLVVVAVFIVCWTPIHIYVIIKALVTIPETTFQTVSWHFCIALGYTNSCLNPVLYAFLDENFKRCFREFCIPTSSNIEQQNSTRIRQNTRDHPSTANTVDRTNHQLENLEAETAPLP
Target sequence (P41143 whole entry, looked up): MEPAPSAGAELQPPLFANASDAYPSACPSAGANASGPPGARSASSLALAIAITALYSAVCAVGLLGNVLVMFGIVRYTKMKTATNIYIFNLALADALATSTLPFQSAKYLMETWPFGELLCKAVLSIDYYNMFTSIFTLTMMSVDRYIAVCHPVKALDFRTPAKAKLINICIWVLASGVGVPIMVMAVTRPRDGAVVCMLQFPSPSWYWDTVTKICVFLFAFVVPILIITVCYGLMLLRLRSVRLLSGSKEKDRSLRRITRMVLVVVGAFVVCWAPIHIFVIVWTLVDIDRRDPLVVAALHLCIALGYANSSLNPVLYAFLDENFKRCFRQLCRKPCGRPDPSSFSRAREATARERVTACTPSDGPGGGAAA
V-ATPase pH – yeast V-ATPase proton transport regulation by pHLuorin; S. cerevisiae, pHLuorin cytosolic pH fluorescence; 350,000 tested, 0.37% active; AID 504577; response, % at 10 µM; in the data active = response mostly above about 7.3%, no sharp cut-off; inactive = mostly below about 5.4%; also: actives read high; inactives centre near 0; some compounds called inactive have numbers as strong as hits; reference of the scale not given here
RTF Ca sens act – cardiac RTF calcium sensitization | activation, % at 7.2 µM | IANBD-labeled TnC RTF fluorescence at EC20 calcium; 0% EC20 calcium, 100% full calcium | AID 493008 | 340,000 tested, 0.24% active | P19429+P45379;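 active = activation above the mean over all tested compounds plus 3 SD, cut at about 30% in these data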;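 also: rise in fluorescence read as greater calcium sensitivity of cardiac thin filaments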
HTR5A inv ctr – inverse agonist of human HTR5A in OPRM1-OPRD1 counter-screen; HTR5A cell line, luminescence, inverse agonism; inhibition, % at 9.3 µM; 340,000 tested, 0.083% active; in the data active = inhibition mostly above about 23%, no sharp cut-off; inactive = mostly below about 18%;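 also: 0% = cells with DMSO and 100% = no-cell wells with DMSO; some compounds called inactive have numbers as strong as hits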
MOR-DOR ag – agonists of human mu-delta opioid receptor heterodimerization; P35372+P41143; activation, % at 9.3 µM; cells, OPRM1-OPRD1 heterodimerization, luminescence; 340,000 tested, 0.3% active; in the data active = activation above about 18%;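 also: 0% = vehicle-treated cells and 100% = reference agonist; values of inactives mirror those of a sister screen read the other way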
Starred values were filed as active, the others as inactive; / = no result given. Rows are unselected; 2.8% or so of the library scored in one or more.

SMILES | LANA DNA inh | Keap1-Nrf2 PPI | CAL PDZ FP | RTF Ca sens inh | HTR5A ag ctr | OPRM1-OPRD1 inv | V-ATPase pH | RTF Ca sens act | HTR5A inv ctr | MOR-DOR ag
N#Cc1ccc(CC(C(=O)O)N2Cc3ccccc3C2=O)cc1 (stereo not drawn) | 0.0 | -7 | 1 | -4 | 0 | 9 | -2 | 2 | -1 | -1.8
O=C(Nc1ccc2nc3n(c(=O)c2c1)CCCC3)c1cccc(F)c1 | -2.7 | -2 | -8 | 0 | 3 | 14 | 1 | -3 | -13 | -2.4
CC(NC(=O)C(=O)N/N=C\c1cccc([N+](=O)[O-])c1)c1ccccc1 (stereo not drawn) | -0.8 | -1 | 1 | 1 | -1 | -11 | 0 | -2 | 4 | 2.0
CCOc1ccc(NS(=O)(=O)c2ccc(C(=O)NCC(c3ccc(OC)cc3)N3CCCC3)cc2)cc1 (stereo not drawn) | -1.8 | -9 | -4 | -13 | -2 | 26* | 4 | -6 | 6 | -4.0
CC(C)C(c1nnnn1CCc1ccccc1)N1CCC(C(N)=O)CC1 (stereo not drawn) | 1.1 | -4 | -2 | -18 | 0 | 8 | 1 | -4 | 1 | -1.3
CCOC(=O)c1ccc(NS(=O)(=O)c2c(N)n(C)c(=O)n(C)c2=O)cc1 | 2.8 | 0 | -2 | -14 | 1 | -2 | -2 | -3 | 5 | 0.3
CC(C)(C)OC(=O)C[C@@H]1C/C=C\C[C@@H](CC(=O)N[C@H](CO)Cc2ccccc2)C(=O)NC[C@@H](c2ccccc2)OC1=O | 0.3 | -6 | -3 | -5 | -3 | 0 | -1 | 1 | 11 | 0.1
COc1ccc(-c2cc(-c3c(O)c(OC)c4occc4c3OC)[nH]n2)cc1OC | -1.0 | 0 | 0 | -1 | 5 | -9 | -1 | 1 | -1 | 1.9
CCC(C)NC(=O)C1CCCN(C(=O)NC2CCCCC2)C1 (stereo not drawn) | -0.8 | -5 | -5 | 9 | 3 | 3 | -4 | 1 | -10 | -0.5
Cn1c(CNC(=O)CNS(=O)(=O)c2ccc(Br)cc2)cc(=O)n(C)c1=O | 0.3 | -4 | -6 | -6 | 1 | 16 | 4 | 1 | -3 | -3.0
COc1cc2c(cc1OC)C(c1ccccc1)=NCC2 | -0.7 | 1 | 0 | 3 | 9 | 0 | -5 | -10 | -25 | 0.0
N#Cc1c(N2CCCC2)nc(N)c2c(N)nc(N3CCCC3)cc12 | 3.8 | -4 | 3 | 4 | 8 | -26 | 5 | 7 | -18 | 5.4
Cc1ccccc1CC(=O)N1CCCC(CNC(=O)c2ccc(F)cc2)C1 (stereo not drawn) | -1.5 | -2 | / | -10 | 3 | 20 | 1 | 3 | -13 | -3.8
O=C(CN1C(=O)CSc2cc(S(=O)(=O)N3CCCCCC3)ccc21)NCCc1ccccc1 | 0.9 | 0 | 1 | -7 | -3 | 5 | -6 | -2 | 6 | -0.9
COc1cccc(CNc2ccc(S(N)(=O)=O)cc2)c1OCc1ccccc1F | -0.5 | -4 | 0 | -13 | 2 | -9 | -1 | -10 | -7 | 1.6
O=C1CCCC(c2ccccc2)N1 (stereo not drawn) | -0.1 | -7 | -4 | 11 | 0 | 15 | -3 | -2 | -1 | -2.5
CC(C)Oc1cccc(C(=O)Nc2ccc(Br)cc2F)c1 | -1.1 | 2 | -1 | 12 | 3 | -1 | -5 | -2 | -8 | 0.2
Cc1nc(Cc2nnc(SCC(=O)N(C)c3ccccc3)o2)cs1 | 1.5 | 0 | 0 | 6 | -3 | 24 | 3 | 3 | 7 | -4.3
Clc1ccc(CON/C=N/c2ncnc3sccc23)c(Cl)c1 | 1.4 | -2 | -1 | -11 | 3 | -15 | 0 | -3 | -11 | 2.8
Nc1c(-c2ccc(Cl)cc2)cnn1-c1cc(C(F)(F)F)cc(C(F)(F)F)c1 | 0.4 | -5 | / | -7 | 3 | -27 | -2 | 0 | 17 | 5.4
CCOC(=O)N1CCN(S(=O)(=O)c2ccc(OCC(=O)OC)c(C)c2)CC1 | -0.7 | -3 | -2 | -2 | -4 | 6 | -1 | 1 | -6 | -1.2
Cc1cc(C)cc(NC(=O)/C=C/c2ccc([N+](=O)[O-])s2)c1 | -1.5 | 1 | 0 | -3 | 3 | -15 | -3 | 3 | -4 | 2.8
CC(=O)c1ccc(NC(=O)C(C)N(C)CC(=O)Nc2ccc(N3CCOCC3)cc2)cc1 (stereo not drawn) | -1.5 | -2 | 5 | -2 | 3 | 7 | 4 | 2 | -8 | -1.5
CCOc1ccc(OCC)c(NC(=O)C2C3C=CC(O3)C2C(=O)NCc2ccco2)c1 (stereo not drawn) | 0.8 | -1 | 6 | 1 | 0 | 16 | -2 | 2 | -23 | -3.2
NC(=O)c1ccc(NC(=O)CNC(c2ccccc2)c2ccccc2)cc1 | -6.0 | -6 | -3 | -7 | 1 | 15 | -6 | 0 | -5 | -3.4
CCCCOc1ccc(NC(=O)CSCC(=O)OCC)cc1 | -2.5 | -5 | -2 | -3 | -2 | -1 | 0 | 0 | 5 | 0.1
CCc1ccc(NC(=O)C2=CC(c3ccc(OC)c(OC)c3)=NS(=O)(=O)N2C)cc1 | -0.2 | -3 | / | -1 | -2 | 7 | 0 | -4 | 7 | -1.2
Cc1cc(OCC(=O)NCCCN2CCOCC2)c2c(C)cc(=O)oc2c1 | -1.2 | 0 | -1 | -6 | 2 | 10 | -4 | -4 | 10 | -1.9
O=C(CN(C(=O)c1csnn1)c1ccc2c(c1)OCCO2)NCc1ccc(F)cc1 | -0.3 | -3 | -3 | 2 | -4 | 11 | 0 | -3 | -26 | -1.8
C=CCN1C(=O)c2ccc(C(=O)N(C)CC(=O)Nc3ccc(OCC)c(OCC)c3)cc2C1=O | 1.7 | 2 | -4 | 2 | 4 | 5 | -4 | 1 | -12 | -0.7
CN(C)S(=O)(=O)NCCNC(=O)c1cc(OCC(F)(F)F)ccc1OCC(F)(F)F | 1.3 | -1 | -3 | 7 | 2 | -5 | -1 | -3 | -6 | 0.7
C/C(CCC12CC3CC(CC(C3)C1)C2)=N\NC(N)=S | -0.5 | 1 | -1 | 0 | -1 | -1 | 0 | 2 | -27 | 0.2
C/C(=C\C(=O)c1ccc(F)cc1)Nc1ccc(N2CCOCC2)cc1 | 0.3 | -5 | 0 | -9 | 0 | 1 | 2 | 4 | 1 | -0.1
CCC1(CC)Nc2ccccc2C(=O)N1c1ccc(NC(C)=O)cc1 | -0.4 | -4 | -4 | -5 | -9 | 14 | 1 | -4 | 24 | -2.4
CCCCN(C(=O)c1ccc2c(c1)OCCO2)c1c(N)n(CC(C)C)c(=O)[nH]c1=O | -0.1 | 1 | 0 | 4 | 2 | 5 | -2 | 3 | 16 | -0.8
COc1ccc(Cl)cc1S(=O)(=O)N1CCN(CC(=O)C(C)(C)C)CC1 | 0.1 | -3 | 0 | -6 | 0 | 16 | 0 | 0 | 0 | -3.9
COc1ccc(C(=O)Cc2ccccc2)cc1OC | 1.4 | 5 | -2 | -6 | 0 | 6 | -2 | 0 | -8 | -1.0
O=C(Cn1ncn2nc(-c3ccccc3)cc2c1=O)NCc1ccccn1 | -0.9 | -2 | 0 | -3 | 4 | 13 | 3 | -2 | -10 | -2.7
O=C(COC(=O)c1ccccc1Cl)Nc1ccc2[nH]c(=O)[nH]c2c1 | -0.2 | 2 | -5 | -3 | 2 | -7 | 1 | 5 | 8 | 1.1
COc1ccc(N2CCN(CCNC(=O)c3c(C)cc(=O)oc3C)CC2)cc1 | 0.8 | -3 | / | -4 | 1 | 2 | -3 | -6 | -2 | -0.4
Cc1noc(C)c1S(=O)(=O)N(CC(=O)N1CCCCCC1)c1ccc(C(C)C)cc1 | -0.6 | -2 | 5 | 1 | 0 | 0 | 2 | 8 | 0 | 0.0
COCC1CCN(c2nc3nonc3nc2N2CCSCC2)C1 (stereo not drawn) | -0.2 | -2 | -2 | 1 | -2 | 12 | -1 | -1 | 6 | -1.8
Cc1nc(N2CCN(c3ccccn3)CC2)c2c(C)c(C(=O)Nc3ccc(F)c(Cl)c3)sc2n1 | -0.5 | -4 | 0 | -2 | 1 | -3 | -2 | 5 | -15 | 0.6
CN(CC(=O)Nc1ccc(Cl)c(C(F)(F)F)c1)C(=O)c1cn2ccccc2n1 | -3.9 | -3 | -2 | -9 | -3 | -31 | 2 | 3 | 9 | 4.7
N#Cc1cn(CC(=O)N2CCCc3ccccc32)c2ccccc12 | -0.3 | 2 | -1 | -7 | -3 | 11 | 2 | 2 | 7 | -2.3
COc1ccc(CC(NC(C)=O)C(=O)NC2CCN(S(=O)(=O)c3ccc(NC(C)=O)cc3)CC2)cc1OC (stereo not drawn) | 1.2 | -5 | 23 | / | / | / | 5 | / | / | /
Cc1ccc(NCc2nnc(SCC(N)=O)n2CC2CCCO2)c(C)c1 (stereo not drawn) | -0.5 | -8 | 2 | 6 | 9 | -7 | 7 | -9 | 2 | 1.1
CC1=CC(C)(C)NC(=O)N1c1ccc(C)cc1 | 0.2 | 1 | 2 | -13 | -1 | -3 | -6 | -1 | 14 | 0.6
Cc1ccc(CN2CCN(CCCn3cnc4c(OCc5ccccc5)ncnc43)CC2)cc1 | -2.6 | 4 | -15 | 3 | 2 | 7 | 0 | 9 | -7 | -1.5
O=C1NC(NS(=O)(=O)c2ccccc2)(C(F)(F)F)C(=O)N1c1ccc(F)cc1 (stereo not drawn) | 2.3 | 1 | -4 | 6 | 1 | 10 | 2 | -7 | -3 | -2.1
CCn1cnc2sc(C(=O)Oc3cccc(C)c3)c(C)c2c1=O | 2.6 | -2 | 42* | -10 | -1 | -6 | -2 | -2 | -22 | 1.1
CC1(NCc2ccc(Cl)cc2)COP(=O)(NCc2ccccc2)OC1 (stereo not drawn) | -2.5 | -3 | -1 | -8 | 1 | 6 | 5 | 0 | -3 | -1.2
Cc1ccc(S(=O)(=O)NC2=NCN(C3CCN(Cc4ccccc4)CC3)CN2)cc1 | 3.1 | 1 | -2 | 6 | -8 | 10 | -3 | 5 | -5 | -1.8
CCC1(C)Cc2ccccc2C(=S)N1 (stereo not drawn) | 0.5 | -2 | 2 | -16 | 0 | 5 | 5 | 2 | 1 | -0.6
Cc1ccccc1NC(=O)Cc1cn(C)c2ccccc12 | 0.7 | 3 | -16 | -15 | -3 | 2 | -1 | -4 | -9 | -0.3
Cc1cc(C)c(NC(=O)CSc2ccc(-c3ccccn3)nn2)c(C)c1 | 0.9 | -1 | 11 | 0 | 4 | 0 | 11* | 3 | -10 | 0.0
CCOC(=O)c1sc(C)c2c1NC1(CCCCCC1)NC2=O | 0.7 | -3 | -3 | -8 | 11 | 14 | -5 | -7 | -26 | -3.5
Cc1cccc2cc(C#N)c(NCCNS(=O)(=O)c3ccc4c(c3)OCCO4)nc12 | 17 | 2 | 1 | 4 | 4 | 1 | 8 | 1 | -12 | -0.3
